FEN1 inh: blocks human flap endonuclease 1; AID 588795; hit rate 0.35% among 390,000; Recombinant FEN1 flap cleavage, fluorescence, 15 min; Potency, µM (highest dose often 114 µM), without a hit: top-dose activity change, negative = inhibition, actives largely listed as inhibitors; active means well fitted inhibition curve with a large enough effect; inconclusive means small, poorly fitted or top-dose-only effect; inactive means no such curve, though single readings can be large or run the other way; further: nearly all actives have a fitted effect of over 65% in size
Target sequence (P39748 whole entry, looked up): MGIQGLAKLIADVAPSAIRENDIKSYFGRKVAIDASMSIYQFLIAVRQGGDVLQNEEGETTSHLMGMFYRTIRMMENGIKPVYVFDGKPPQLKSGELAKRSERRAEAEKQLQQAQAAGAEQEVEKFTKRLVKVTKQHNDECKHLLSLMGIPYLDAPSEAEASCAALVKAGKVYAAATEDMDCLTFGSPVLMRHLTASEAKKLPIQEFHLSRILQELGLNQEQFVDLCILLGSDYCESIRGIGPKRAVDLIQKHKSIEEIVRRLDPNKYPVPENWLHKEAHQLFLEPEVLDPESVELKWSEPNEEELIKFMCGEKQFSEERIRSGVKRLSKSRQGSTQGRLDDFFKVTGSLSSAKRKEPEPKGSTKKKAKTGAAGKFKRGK
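Quantitative HTS format: each compound was titrated, incubated with 10 nM nuclease for 15 min at room temperature, then challenged with flap substrate at 50 nM final. Signal change over 15 min gave concentration–effect curves.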
Numbers without * were called inactive; & = joins results of further samples; [ ] = remark or other dose. On the % scale 0 is the no-effect control and ±100 the full control effect; potency means the concentration at half of the fitted maximal effect. Only part of the results is shown; rates above refer to the full screens.

`CC1CCCCC12C(=O)NC(=O)NC2=O` (stereo unspecified) gave FEN1 inh -0.3%.
`O=C(N1CCCCCC1)N1CC1` gave FEN1 inh 6.0%.
`CC(C)CCC1(CCO)C(=O)NC(=S)NC1=O` gave FEN1 inh 12.1%.
Screening S=P(N1CCOCC1)(N1CC1)N1CC1 returned FEN1 inh -1.5%.
CN(C)c1ccc(C=C2C(=O)NC(=S)NC2=O)cc1 was read as FEN1 inh inconclusive.
COc1ccc(CN(CCc2c[nH]c3ccccc23)Cc2ccc(OC)cc2)cc1 was read as FEN1 inh -9.6%.
`COCOC1CCC2C3CCC4=CC(=O)CCC4=C3C=CC12C` (stereo unspecified) gave FEN1 inh -12.2%.
`Cc1cc(N(CCCl)CCCl)ccc1C=NNC(=O)Cc1cc(=O)oc2cc(O)ccc12` gave FEN1 inh -10.1%.
For CN[C@H](CC(C)C)C(=O)N[C@H]1C(=O)N[C@@H](CC(N)=O)C(=O)N[C@@H]2C(=O)N[C@H]3C(=O)N[C@H](C(=O)N[C@H](C(=O)O)c4cc(O)cc(O)c4-c4cc3ccc4O)[C@H](O)c3ccc(c(Cl)c3)Oc3cc2cc(c3O[C@@H]2O[C@H](CO)[C@@H](O)[C@H](O)[C@@H]2O[C@H]2C[C@](C)(N)[C@H](O)[C@H](C)O2)Oc2ccc(cc2Cl)[C@H]1O the results were FEN1 inh inconclusive.
`COC[C@]12CN(C)C3C4[C@H](OC)[C@H]1C3([C@@H](OC)C[C@H]2O)[C@@H]1C[C@@]2(O)[C@H](OC(=O)c3ccccc3)[C@@H]1[C@]4(OC(C)=O)[C@@H](O)[C@@H]2OC` gave FEN1 inh -7.0%.
`CC1OC(OC2C(O)CC(OC3C(O)CC(OC4CCC5(C)C(CCC6C5CCC5(C)C(C7=CC(=O)OC7)C(O)CC65O)C4)OC3C)OC2C)CC(O)C1O` (stereo unspecified) gave FEN1 inh -1.9%.
CNCC(O)c1cc(OCc2ccccc2)c(OCc2ccccc2)cc1F (stereo unspecified) was read as FEN1 inh 4.3%.
COC(=O)C1=C(c2ccc(S(C)(=O)=O)cc2)C[C@@H]2CC[C@H]1N2C(=O)N1CCCCC1 was read as FEN1 inh -17.1%.
Screening CCOC(=O)c1ccccc1NC(=O)c1c(O)[nH]c(=S)[nH]c1=O returned FEN1 inh -9.4%.
CC1=CC(O)C(O)C2(C)C1CC1OC(=O)C(O)C3C(C)C(O)C4(O)OCC13C42 (stereo unspecified) was read as FEN1 inh 5.1%.
`c1cc2c3c(cccc3c1)CC2` gave FEN1 inh -3.1%.
For CCN(CCCl)c1cc(CN(C)C)cc(NC(=O)c2ccc(C(=O)Nc3cc(CN(C)C)cc(N(CC)CCCl)c3)cc2)c1 the results were FEN1 inh inconclusive.
c1ccc(CNC2CCCCCCC2)cc1 (tested in a mixture with another compound) was read as FEN1 inh 0.4%.
`CC[C@H]1CC2CN3CCc4c([nH]c5ccccc45)C(C(=O)OC)(C2)C13` (stereo partly specified) gave FEN1 inh 1.2%.
For O=C1NC(=O)C(CCOc2ccccc2)(CCc2ccccc2)C(=O)N1 the results were FEN1 inh -14.2%.
CC(=O)OC1CC(OC2C(O)CC(OC3C(O)CC(OC4CCC5(C)C(CCC6C5CCC5(C)C(C7=CC(=O)OC7)CCC65O)C4)OC3C)OC2C)OC(C)C1OC1OC(CO)C(O)C(O)C1O (stereo unspecified) was read as FEN1 inh 1.8%.
Screening COc1ccc(CN2Cc3cnnn3-c3ccccc3C2C#N)cc1 (stereo unspecified) returned FEN1 inh 1.0%.
`CC1=CC2OC3CC4OC(=O)C=CC=CC(=O)OCCC(C)C(O)C(=O)OCC2(CC1)C4(C)C31CO1` (stereo unspecified) gave FEN1 inh -5.8%.
Screening CCCCC1(CC)COP(=O)(OCC(Cl)(Cl)Cl)OC1 (stereo unspecified) returned FEN1 inh -10.8%.
Screening CCCCCCCCCCOC(=O)CCN1CC1 returned FEN1 inh 7.1%.
`COC1C(O)C(C)OC(OC2C(Oc3cccc4c(O)c5c(=O)oc6ccc(C)c7c(=O)oc(c34)c5c67)OC(C)C(O)C2O)C1O` (stereo unspecified) gave FEN1 inh 1.78µM*.
Screening NCC(=O)c1ccc(Cl)c(Cl)c1 returned FEN1 inh 0.2%.
For CC1(C)CN=C(NCc2ccccc2)S1 the results were FEN1 inh -3.7%.
Screening CN1CCN(c2ccc3c(c2)S(=O)(=O)c2ccccc2C3=O)CC1 returned FEN1 inh -7.6%.
Screening CC(N)Cc1c[nH]c2ccc(Cl)cc12 (stereo unspecified) returned FEN1 inh 11.1%.
Screening COc1ccc(NC2Oc3cc4c(cc3C(c3cc(OC)c(OC)c(OC)c3)C2C)OCO4)cc1 (stereo unspecified) returned FEN1 inh -6.3%.
CCCC1(CC(C)C)C(=O)NC(=S)NC1=O was read as FEN1 inh -1.2%.
`CC(=O)C1C(N2CC2)CC2C3CC=C4CC(O)CCC4(C)C3CCC21C` (stereo unspecified) gave FEN1 inh inconclusive.
For CC(=O)O/C(=C1\CC2C3CC=C4CC(OC(C)=O)CCC4(C)C3CCC2(C)C1=O)C(F)(F)F (stereo unspecified) the results were FEN1 inh -4.7%.
CCN1C[C@]2(COC)CC[C@H](OC)[C@@]34C5C[C@H]6C(=O)C5[C@](O)(C[C@H]6OC)[C@@](O)(C(OC)C23)[C@@H]14 (stereo partly specified) was read as FEN1 inh 21.0%.
For O=C1CC(=O)N(c2ccccc2)C(=O)N1 the results were FEN1 inh -4.8%.
Screening CC(C)C(NC(=O)C(C(C)C)N(C)C)C(=O)N(C)C(C(=O)N1CCCC1C(=O)N1CCCC1C(=O)NCc1ccccc1)C(C)C (stereo unspecified) returned FEN1 inh -1.2%.
`CC1=CC(O)C(O)C2(C)C1CC1OC(=O)CC3C(C)C(O)C(=O)C2C13CO` (stereo unspecified) gave FEN1 inh 2.9%.
CC(=O)C1CCC2C3CCC4CC(O)CCC4(C)C3C(O)CC12C (stereo unspecified) was read as FEN1 inh 5.8%.
For COc1ccc(C2=NCC(=S)Nc3ccc(Cl)cc32)cc1OC the results were FEN1 inh -4.5%.
O=Cc1cn(Cc2c(F)cccc2Cl)nc1-c1ccccc1 was read as FEN1 inh -13.3%.
Screening CC(C)(C)OC(=O)N(CCc1ccccc1)Cc1ccc(OCc2cccc(NC(=O)c3ccccc3)c2)cc1 returned FEN1 inh inconclusive.
CC1CN1P(=S)(c1ccccc1)N1CC1C (stereo unspecified) was read as FEN1 inh -3.3%.
COC(=O)C1=C(c2ccc(S(C)(=O)=O)cc2)C[C@@H]2CC[C@H]1N2C(=O)N1CCCC1 was read as FEN1 inh -2.3%.
Screening CC(=O)OC12COC1CC(O)C1(C)C(=O)C(O)C3=C(C)C(O)CC(O)(C(OC(=O)c4ccccc4)C21)C3(C)C (stereo unspecified) returned FEN1 inh -1.4%.
Screening Cc1c(NS(=O)(=O)c2ccccc2)ccc([N+](=O)[O-])c1Cl returned FEN1 inh 11.5%.
For OCC1CN1C1CCCCC1 (stereo unspecified) the results were FEN1 inh 1.8%.
COc1cc(C(=O)O)cc(OC)c1OC was read as FEN1 inh 1.2%.
CCC1CN1P(=S)(N1CC1CC)N1CC1CC (stereo unspecified) was read as FEN1 inh -4.2%.
For O=[N+]([O-])c1ccc(OP(=O)(O)Oc2ccc([N+](=O)[O-])cc2)cc1 the results were FEN1 inh -4.8%.

For reference, some entries already given.
For CC(=O)O/C(=C1\CC2C3CC=C4CC(OC(C)=O)CCC4(C)C3CCC2(C)C1=O)C(F)(F)F (stereo unspecified) the results were FEN1 inh -4.7%.
CCN1C[C@]2(COC)CC[C@H](OC)[C@@]34C5C[C@H]6C(=O)C5[C@](O)(C[C@H]6OC)[C@@](O)(C(OC)C23)[C@@H]14 (stereo partly specified) was read as FEN1 inh 21.0%.
For O=C1CC(=O)N(c2ccccc2)C(=O)N1 the results were FEN1 inh -4.8%.
Screening CC(C)C(NC(=O)C(C(C)C)N(C)C)C(=O)N(C)C(C(=O)N1CCCC1C(=O)N1CCCC1C(=O)NCc1ccccc1)C(C)C (stereo unspecified) returned FEN1 inh -1.2%.
`CC1=CC(O)C(O)C2(C)C1CC1OC(=O)CC3C(C)C(O)C(=O)C2C13CO` (stereo unspecified) gave FEN1 inh 2.9%.
CC(=O)C1CCC2C3CCC4CC(O)CCC4(C)C3C(O)CC12C (stereo unspecified) was read as FEN1 inh 5.8%.
For COc1ccc(C2=NCC(=S)Nc3ccc(Cl)cc32)cc1OC the results were FEN1 inh -4.5%.
O=Cc1cn(Cc2c(F)cccc2Cl)nc1-c1ccccc1 was read as FEN1 inh -13.3%.
Screening CC(C)(C)OC(=O)N(CCc1ccccc1)Cc1ccc(OCc2cccc(NC(=O)c3ccccc3)c2)cc1 returned FEN1 inh inconclusive.
CC1CN1P(=S)(c1ccccc1)N1CC1C (stereo unspecified) was read as FEN1 inh -3.3%.
COC(=O)C1=C(c2ccc(S(C)(=O)=O)cc2)C[C@@H]2CC[C@H]1N2C(=O)N1CCCC1 was read as FEN1 inh -2.3%.
Screening CC(=O)OC12COC1CC(O)C1(C)C(=O)C(O)C3=C(C)C(O)CC(O)(C(OC(=O)c4ccccc4)C21)C3(C)C (stereo unspecified) returned FEN1 inh -1.4%.
Screening Cc1c(NS(=O)(=O)c2ccccc2)ccc([N+](=O)[O-])c1Cl returned FEN1 inh 11.5%.
For OCC1CN1C1CCCCC1 (stereo unspecified) the results were FEN1 inh 1.8%.

Additional results
CCCC(=O)NC1=C(N2CC2)C(=O)C(NC(=O)CCC)=C(N2CC2)C1=O was read as FEN1 inh -7.8%.
Screening CC=C(CC)C1(CCC)C(=O)NC(=S)NC1=O returned FEN1 inh -7.5%.
Screening CC1C(c2ccccc2)OCCN1C (stereo unspecified) returned FEN1 inh -6.1%.
Screening CCC1C(c2cc(OC)c(OC)c(OC)c2)c2cc3c(cc2OC1N1CCCC1)OCO3 (stereo unspecified) returned FEN1 inh -7.5%.
`O=C(CN1CCOCC1)c1cccc([N+](=O)[O-])c1` gave FEN1 inh -8.4%.
C/C(=N/O)c1ccc2ccc3ccccc3c2c1 was read as FEN1 inh -9.6%.
`C/C(=N\NC(=O)c1ccncc1)c1c(O)[nH]c(=O)[nH]c1=O` gave FEN1 inh 18.3%.
Screening COC(=O)C1=C(c2cccc(OC)c2OC)C[C@@H]2CC[C@H]1N2C(=O)N1CCCC1 returned FEN1 inh -2.4%.
O=C(O)/C=C/c1ccc2c(c1)OCO2 was read as FEN1 inh 39.2%[activator].
`COc1cc([N+](=O)[O-])cc([N+](=O)[O-])c1N` gave FEN1 inh 8.8%.
Cc1[nH]nc2ccc(-c3cncc(OC[C@@H](N)Cc4c[nH]c5ccccc45)c3)cc12 was read as FEN1 inh inconclusive.
For CC(C)(C)C(=O)N1Cc2cnnn2-c2ccccc2C1C#N (stereo unspecified) the results were FEN1 inh 17.5%.
Screening CCS(=O)(=O)NCc1nnc2n1-c1ccc(Br)cc1C(c1ccccc1Cl)=NC2 returned FEN1 inh -13.4%.
For O=C1NC(=O)C2C1C1(Cl)C(Cl)=C(Cl)C2(Cl)C1(Cl)Cl (stereo unspecified) the results were FEN1 inh -14.7%.
CCCNC(=O)N1[C@H]2CC[C@@H]1C(C(=O)OC)=C(c1ccccc1)C2 was read as FEN1 inh -1.1%.
`CCOC(=O)[C@]12Cc3cc(N(C)C)ccc3[C@H]1N(Cc1ccccc1)C(=O)c1ccccc12` gave FEN1 inh 6.2%&-5.1%.
C[C@]12CCC3C(CC[C@@H]4C[C@@H](O)CC[C@]34C)C1CC[C@@H]2O (stereo partly specified) was read as FEN1 inh 4.9%.
For COC(=O)C1=C(c2cc3ccccc3o2)C[C@@H]2CC[C@H]1N2C(=O)NCc1ccc(C(F)(F)F)cc1 the results were FEN1 inh -4.5%.
For ClCCN(CCCl)c1ccc(C=Nc2ccc(/C=C/c3ccncc3)cc2)cc1 the results were FEN1 inh -6.6%.
COC(=O)C12OCC34C(CC5C(C)=C(O)C(=O)CC5(C)C3C(O)C1O)OC(=O)C(OC(=O)/C=C(\C)C(C)C)C24 (stereo unspecified) was read as FEN1 inh -0.9%.
Screening c1ccc2c(c1)[IH]c1ccccc1-2 returned FEN1 inh 50.1µM*.
`CN1CCC2(CC1)c1ccccc1-c1ccccc12` gave FEN1 inh -5.4%.
CCC(C)C1NC(=O)C(NC(=O)C(CC(C)C)N(C)C(=O)C2CCCN2C(=O)C(C)O)C(C)OC(=O)C(Cc2ccc(OC)cc2)N(C)C(=O)C2CCCN2C(=O)C(CC(C)C)NC(=O)[C@H](C)C(=O)[C@H](C(C)C)OC(=O)CC1O (stereo partly specified) was read as FEN1 inh 14.4%.
Screening CC1CC2(C)C(=CC1=O)CCC1C3CCC(C)(O)C3(C)CC3OC312 (stereo unspecified) returned FEN1 inh -0.8%.
For Cc1ccc(OP(=O)(O)Oc2ccc(C)cc2)cc1 the results were FEN1 inh 2.2%.
CC(=NNC(=S)N1CC2CCC(CC2)C1)c1nccs1 was read as FEN1 inh -5.0%.
Screening CCC(C)(O)C(=O)OC1C(=O)OC2CC3C(C)=CC(=O)C(O)C3(C)C3C4(O)OCC23C1C(C)C4O (stereo unspecified) returned FEN1 inh 2.8%.
For O=C(NP(=O)(N1CC1)N1CC1)c1cc(I)ccc1I the results were FEN1 inh -3.3%.
CCOC(=O)[C@]12Cc3c(cc(OC)c(OC)c3OC)[C@H]1N(Cc1ccccc1)C(=O)c1ccccc12 was read as FEN1 inh -28.0%&5.3%.
For COC(=O)C1=C(c2ccc(S(C)(=O)=O)cc2)C[C@@H]2CC[C@H]1N2C(=O)NC(C)C the results were FEN1 inh -2.0%.
For Cn1c(=O)oc(=O)c2ccccc21 the results were FEN1 inh 0.4%.
COC(=O)C1=C(c2cc3ccccc3s2)C[C@@H]2CC[C@H]1N2C(=O)NCc1ccc(C(F)(F)F)cc1 was read as FEN1 inh -14.5%.
For COC(=O)C1=C(c2cc3ccccc3s2)C[C@@H]2CC[C@H]1N2C(=O)N1CCCC1 the results were FEN1 inh -3.2%.
CC(=O)N(C)CC#CCN1CCCC(CO)C1 (stereo unspecified) was read as FEN1 inh 0.2%.

Source: PubChem (National Center for Advancing Translational Sciences (NCATS))
